S1P2 antag: S1P2 (human) receptor antagonism. O95136. cell-based S1P2 antagonist assay, inhibition at 5 uM. inhibition, % at 5 µM. 0.21% of 97,000 active. AID 736; in the data active = inhibition above about 45%;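 also: CRE beta-lactamase reporter cells expressing human S1P2 stimulated with S1P; 0% = agonist at EC80 alone and 100% = agonist plus reference antagonist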
Target sequence (O95136 whole entry, looked up): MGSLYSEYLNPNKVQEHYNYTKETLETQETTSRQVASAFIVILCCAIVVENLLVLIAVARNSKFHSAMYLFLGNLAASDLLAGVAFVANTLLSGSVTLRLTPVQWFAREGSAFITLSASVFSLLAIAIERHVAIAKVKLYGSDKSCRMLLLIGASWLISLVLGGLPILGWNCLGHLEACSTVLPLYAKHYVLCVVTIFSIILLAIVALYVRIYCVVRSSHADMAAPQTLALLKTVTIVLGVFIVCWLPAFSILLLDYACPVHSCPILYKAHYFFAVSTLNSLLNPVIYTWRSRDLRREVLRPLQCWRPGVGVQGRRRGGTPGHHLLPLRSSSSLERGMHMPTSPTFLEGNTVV
PLAP activator: activates human placental alkaline phosphatase; activation fold at 20 µM; P05187; purified PLAP enzyme, luminescent substrate read-out; hits give high values; AID 696; 1.2% of 96,000 active; in the data active = activation fold above about 2
Target sequence (P05187 whole entry, looked up): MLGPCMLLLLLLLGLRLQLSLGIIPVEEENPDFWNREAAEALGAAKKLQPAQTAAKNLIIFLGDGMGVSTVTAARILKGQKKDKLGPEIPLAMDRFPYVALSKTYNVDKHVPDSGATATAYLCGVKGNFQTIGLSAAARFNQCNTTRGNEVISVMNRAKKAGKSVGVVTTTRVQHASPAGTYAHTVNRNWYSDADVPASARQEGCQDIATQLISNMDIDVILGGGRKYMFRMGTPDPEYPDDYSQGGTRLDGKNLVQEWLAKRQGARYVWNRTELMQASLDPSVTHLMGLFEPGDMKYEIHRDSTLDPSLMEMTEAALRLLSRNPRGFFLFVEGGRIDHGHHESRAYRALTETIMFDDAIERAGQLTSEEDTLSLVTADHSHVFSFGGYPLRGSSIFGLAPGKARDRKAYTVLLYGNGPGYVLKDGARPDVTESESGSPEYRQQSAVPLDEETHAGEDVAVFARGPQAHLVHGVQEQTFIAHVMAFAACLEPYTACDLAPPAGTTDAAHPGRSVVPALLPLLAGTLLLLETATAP
FAK blocker: FAK (human) kinase inhibition; Q05397; biochemical FAK kinase activity assay; inhibition, %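 (tested at 7 µM)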; 0.84% of 97,000 active; in the data active = inhibition above about 19%;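 also: 0% = DMSO and 100% = reference compound high control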
S1P2 ag: activates the human S1P2 receptor; 0.46% of 97,000 active; activation, % at 4.5 µM; O95136; S1P2-expressing cell line, agonist reporter read-out; in the data active = activation above about 16%;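 also: 0% = vehicle low control and 100% = maximal reference agonist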
PLK1 kinase inh: inhibitors of human PLK1 kinase; P53350; recombinant PLK1 kinase, TR-FRET peptide phosphorylation; inhibition, % at 10 µM; 0.53% of 97,000 active;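 active = inhibition of 50% or more in the single-concentration screen; inactive = inhibition below 50%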;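 also: 0% = DMSO max control and 100% = H-89 dihydrochloride min control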
EphB4 antag: EphB4-ephrin-B2 interaction antagonism. P54760. EphB4 LBD / TNYL-RAW-Alexa532 peptide, fluorescence polarization. inhibition, % at 7 µM. 0.15% of 97,000 active. AID 720;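 active = inhibition above the screen-wide mean inhibition plus 3 SD, cut at about 15% in these data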;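 also: 0% = DMSO wells and 100% = excess unlabeled TNYL-RAW peptide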
Plk1 PBD FP: inhibitors of human Plk1 polo box domain binding | 0.13% of 97,000 active | inhibition, %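 (tested at about 20 µM)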 | AID 693 | Plk1 PBD phosphopeptide binding, fluorescence polarization | P53350; in the data active = inhibition above about 34%, passing the limit was not always enough
MT1-MMP txn act: MT1-MMP promoter transcription activation. HT1080 MT1-MMP promoter luciferase reporter, luminescence, overnight; hits give high values. activation factor at 10 µM. 0.16% of 86,000 active. AID 750;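 active = activation factor of at least 2 for MT1-MMP transcription at 10 µM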
Rev-RRE block: HIV Rev-RRE protein-RNA interaction inhibition; P05866; Rev peptide-RRE RNA binding, FRET; inhibition, % at 8 µM; 0.79% of 97,000 active; AID 704;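 active = inhibition above the screen-wide mean plus 3 SD, cut at about 35% in these data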;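 also: 0% = median DMSO wells and 100% = median Neomycin B control wells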
Target sequence (P05866 whole entry, looked up): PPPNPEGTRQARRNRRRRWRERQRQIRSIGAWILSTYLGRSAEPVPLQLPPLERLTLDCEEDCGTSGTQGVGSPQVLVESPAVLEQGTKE
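Assay system: labelled RRE RNA duplex and labelled Rev peptide / Medium: HEPES pH 7.5 salt buffer with EDTA / Reagent: labelled Rev peptide / Schedule: 5 + 15 min at 25 °C / Signal: FRET, excitation 480 nm, emission 540 nm donor and 671 nm acceptor / Benchmarks: DMSO and neomycin B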
* = called active by the depositor; · = no result given.

S1P2 antag	PLK1 kinase inh	FAK blocker	Plk1 PBD FP	PLAP activator	Rev-RRE block	EphB4 antag	MT1-MMP txn act	S1P2 ag	molecule
3	-7	12	14	1.5	1	6	1.2	-11	O=S(=O)(c1cccc(-c2csc(-c3ccccc3)n2)c1)N1CCOCC1
2	-10	0	12	1	4	2	1.1	-5	Cc1cc(C(=O)NCCCN2CCCC2=O)cs1
11	-6	-5	-6	1.2	1	-3	1	1	Cc1ccc(NC2=CC(=O)CC(C)(C)C2)c(N)c1
19	2	-2	4	2*	3	0	0.7	-3	CCCN(CCC)S(=O)(=O)c1ccc(C(=O)Nc2nnc(-c3cc(OC)cc(OC)c3)o2)cc1
-10	-7	1	-5	·	8	-1	1.3	-3	COc1ccc(-c2ccnc(SCC(=O)Nc3ccccn3)n2)cc1
-4	-7	1	20	1.6	1	-11	1.2	-4	Cc1[nH]nc2c1C(c1ccccn1)N(c1ccc(Br)cc1)C2=O (stereo unspecified)
14	-8	-1	3	1.3	-4	-6	·	-3	O=[N+]([O-])c1ccc(N2CCN(CCO)CC2)cc1Sc1nc2ccccc2[nH]1
-28	-4	0	2	0.9	2	-6	1	-1	CCOC(=O)c1oc2ccccc2c1NC(=O)c1cccs1
10	-13	0	-2	1.1	0	3	1.3	-9	COc1ccc(C(=O)Nc2ccc(-c3ccc(C)o3)cc2)cc1S(=O)(=O)N1CCOCC1
10	-8	-4	8	1.2	2	-3	·	-1	C=CCN(C(=O)Cn1ncc2c1-c1cc(C)ccc1OC2)c1ccccc1
3	-9	0	1	1	3	6	1.5	-6	CC1CCN(C(=O)COC(=O)c2ccc(Br)o2)CC1
2	-7	1	-10	1	2	-2	·	-4	CC(=O)Nc1c(NC(C)C)c2ccccc2oc1=O
8	-17	2	16	1	18	-2	·	-5	CN(C)S(=O)(=O)Oc1cccc(C(=O)Nc2ccc(Cl)c(Cl)c2)c1
12	-5	9	-3	1	11	0	1.2	-4	COc1ccc(NC(=O)N[C@@H](CCSC)C(=O)O)cc1Cl
-11	-12	-1	-8	0.9	6	2	·	-9	S=C1NC(c2ccccc2)=NCN1c1ccccc1
17	-7	1	-23	1	6	1	·	-7	O=C(NCC1CCCO1)c1onc(CSc2ccc(F)c(F)c2)c1C(=O)O (stereo unspecified)
21	-7	9	-17	·	-1	5	·	-9	O=C(NC(=S)Nc1ccc(N2CCCCC2)c(Cl)c1)c1cccs1
-10	-7	1	19	2.3*	7	-10	1.2	-1	CCc1c(C)[nH]c2nc3ccccc3n2c1=O
-17	10	-1	8	0.2	2	-2	1.2	0	CC(=O)Oc1cc2oc(=O)cc(C)c2cc1OC(C)=O
6	1	2	-16	0.8	9	8	1.1	-8	Nc1cc(Cl)c(N)cc1Cl
23	-116	1	9	1	12	5	1.2	-2	Cc1ccc(-n2nc(C)c3c(-c4cccs4)c(C#N)c(N)nc32)cc1
-11	-8	-1	3	·	3	4	1.3	-6	COc1ccc(C2CC(=O)C(C=NCCN3CCN(C(C)=O)CC3)=C(O)C2)cc1 (stereo unspecified)
-6	-9	-1	-6	0.9	3	-13	1.1	-5	CC(C)(C)OC(=O)NC(CCCCNC=O)C(=O)O (stereo unspecified)
-19	-4	-1	0	1.3	0	-7	1	-5	Cc1cccc(N=C2NC(=O)CS2)c1C
-3	-4	0	-20	·	12	5	·	-7	Cc1cccc(CC(Cc2nc3ccccc3[nH]2)c2nc3ccccc3[nH]2)c1 (stereo unspecified)
9	-7	4	4	1.1	6	1	·	-7	CCOC(=O)c1c(C)nc2c(c1-c1ccc(OC)cc1)C(=O)CC(C)(C)C2
3	-16	5	-22	0.8	-4	-1	1.1	-1	CN(C)S(=O)(=O)N(CC(=O)Nc1ccc(F)c(F)c1)c1ccccc1
4	-9	-2	-21	·	-1	-7	1	-3	O=C(c1cccc(Br)c1)N1CCN(C(=O)c2cccc(Br)c2)CC1
8	0	-4	-19	1	-7	-1	1.2	-5	CC(C)C(OC(=O)CN1C(=O)COc2ccccc21)C(=O)NC1CCCC1 (stereo unspecified)
11	-6	3	-18	1.3	11	2	1.2	-1	CCCCCNc1nc(N2CCCC2)c2c(c1C#N)CCN(C)C2
-10	0	-1	-9	1.1	9	-2	1.2	-2	Cc1ccc2nsnc2c1S(=O)(=O)NCc1cccnc1
-10	-11	1	-21	1	2	5	1.1	-4	CCOC(=O)c1c(NC(=O)CCc2ccc(CC)o2)sc(C)c1C
-4	-7	-4	-2	1	1	-3	1.4	-9	CCOC(=O)c1[nH]c2ccc(OCC)cc2c1NC(=O)CN1CCN(c2ccccc2)CC1
-15	-5	-1	-11	·	11	-2	1.1	-3	CCOC(=O)c1c(C)nc2c(c1C)c(=O)oc1ccccc12
19	-9	-1	-30	1.4	5	-2	1	-9	COc1cc(/C=C(/C#N)c2ccc(F)cc2)ccc1OCc1ccc(C(=O)O)o1
7	-9	-2	-7	0.9	4	-3	1.2	-6	O=C1CC(C(=O)O)c2ccccc2N1 (stereo unspecified)
2	-3	6	-8	·	4	-2	·	-1	O=c1c2cnn(-c3ccccc3)c2nc(-c2cccs2)n1-c1ccc(Br)cc1
15	-7	1	0	0.9	-1	5	·	-7	COc1ccc(CNCc2ccco2)cc1OCc1ccccc1
10	-8	-1	-36	2.1*	3	-2	1	0	CCCCOC(=O)c1ccc(NC(=O)CSCc2n[nH]c(=O)[nH]2)cc1
3	-2	-6	-10	1.4	-1	2	1.1	-8	CC1(C(=O)NC2CCCC2)CCC(=O)N1CCC1=CCCCC1 (stereo unspecified)
-10	-14	0	-2	·	8	3	1.4	0	O=C/C(=C\Nc1ccccn1)c1nc2ccccc2o1
-13	-12	-10	-6	0.8	3	0	·	-4	CCSc1nn2c(=O)c3ccccc3nc2s1
-3	-13	0	10	1.5	3	2	1.5	-4	COc1ccc(N2CCN(C(=O)CSc3ccccc3N)CC2)cc1
3	3	2	-9	1	3	-4	1.1	-5	Cc1sc2ncnc(OCC(=O)NCC3CCCO3)c2c1C (stereo unspecified)
-3	-4	-1	1	1.1	0	0	1.3	-1	COc1ccc(COCC(O)CN2CC(C)OC(C)C2)cc1OC (stereo unspecified)
-11	-13	-3	17	1.3	8	-4	1.1	-2	CCOC(=O)c1[nH]c2ccc(C)cc2c1N=C(C)N(C)C
13	-10	-3	0	1.4	9	4	1.2	-3	CCC12CN3CC(CC)(CN(C1)C3c1ccc(OC(C)C)cc1)C2=O (stereo unspecified)
16	7	-1	-21	1	0	0	1	3	Cn1c(=O)c2c(ncn2CC(=O)N2CCOCC2)n(C)c1=O
6	-2	-3	-8	1	1	-1	·	-4	CCC(=O)NC(C)C(c1cccs1)N1CCN(Cc2ccccc2)CC1 (stereo unspecified)
-10	-23	1	-6	1	1	-4	1.1	-10	C=CCn1c(SCCN2CCCCC2)nc2c1c(=O)[nH]c(=O)n2C
2	2	1	3	1.4	10	5	·	-6	O=C(NCC(c1ccco1)N1CCCC1)c1ccc(Cl)cc1 (stereo unspecified)
-16	-1	-3	2	1.2	5	-1	1.1	-2	CC(=O)Nc1ccc(S(=O)(=O)Nc2nc3ccccc3s2)cc1
-16	-3	-2	-26	·	5	0	1.2	-5	CCOc1nc(SC(C(C)=O)C(=O)Nc2ccccc2)nc(N(C)C)n1 (stereo unspecified)
-23	-15	-2	-5	1	-2	3	·	-2	Cn1cccc1CC(=O)N/N=C/c1cccc2ccccc12
19	-11	6	14	1	6	9	1.3	-5	O=C(Nc1cc(N2CCOCC2)ncn1)c1ccccc1
-15	-23	-2	4	1.5	2	-4	·	-5	CC(C)CC(NC(=O)C1CCC(C)CC1)C(=O)Nc1ccc2c(c1)OCCO2 (stereo unspecified)

An excerpt from above in order of heavy-atom count, highest first:
S1P2 antag	PLK1 kinase inh	FAK blocker	Plk1 PBD FP	PLAP activator	Rev-RRE block	EphB4 antag	MT1-MMP txn act	S1P2 ag	molecule
2	-3	6	-8	·	4	-2	·	-1	O=c1c2cnn(-c3ccccc3)c2nc(-c2cccs2)n1-c1ccc(Br)cc1
8	0	-4	-19	1	-7	-1	1.2	-5	CC(C)C(OC(=O)CN1C(=O)COc2ccccc21)C(=O)NC1CCCC1 (stereo unspecified)
23	-116	1	9	1	12	5	1.2	-2	Cc1ccc(-n2nc(C)c3c(-c4cccs4)c(C#N)c(N)nc32)cc1
-3	-4	-1	1	1.1	0	0	1.3	-1	COc1ccc(COCC(O)CN2CC(C)OC(C)C2)cc1OC (stereo unspecified)
19	-11	6	14	1	6	9	1.3	-5	O=C(Nc1cc(N2CCOCC2)ncn1)c1ccccc1

Next structures
S1P2 antag	PLK1 kinase inh	FAK blocker	Plk1 PBD FP	PLAP activator	Rev-RRE block	EphB4 antag	MT1-MMP txn act	S1P2 ag	molecule
-3	0	-5	-3	1.1	2	6	·	-1	Cc1ccc(C(=O)NC(=S)N2CC(C)OC(C)C2)cc1[N+](=O)[O-] (stereo unspecified)
24	-11	1	-26	1.1	-4	2	·	-3	CCOC(=O)c1cccc(NC(=O)/C(=C\c2ccccc2)NC(=O)c2ccccc2Cl)c1
16	-12	2	-8	1	10	1	1	-5	COC(=O)CC1C(=O)NCCN1C(=O)c1ccccc1 (stereo unspecified)
-9	-3	-2	4	0.6	-3	4	·	-2	Cc1ccccc1NC(=S)NC(=O)CCc1ccccc1
-17	-11	0	-14	1.2	2	5	1.1	0	Cc1c(Br)cc(C(=O)N2CCN(CCO)CC2)c(C)c1C
-7	-8	-2	-12	1.5	14	0	0.9	-2	CCOc1ccccc1-n1c(CN2CCN(C(=O)c3ccco3)CC2)nc2ccccc2c1=O
-12	-7	6	0	1.8	18	13	1.1	-4	CCOC(=O)c1sc(C)c2c1NC(C)(c1cccc3ccccc13)NC2=O (stereo unspecified)
-15	-1	1	-26	0.9	2	-2	1.1	-7	CCCC1=C(C(=O)OCC)C(c2ccncc2)n2ncnc2N1 (stereo unspecified)
6	-8	-2	16	1	4	1	1.1	-3	OCCNc1nc2ccccc2[nH]1
-3	0	-2	-11	1	7	-2	·	-8	COc1cc(C(=O)N2CCN(C/C=C/c3ccccc3)CC2)cc(OC)c1C
-17	-5	0	22	1.1	4	-5	·	2	COc1ccc(/C=N/N2CCN(C)CC2)cc1O
3	-11	-1	-6	1	6	4	1.1	-3	O=C(CNC(=O)c1ccc(Br)cc1)NCCc1nc2ccccc2[nH]1
9	-14	-5	-8	1.2	6	-1	·	-8	CC(C)NC(=O)c1cc2c(C(F)(F)F)nn(C)c2s1
-7	-3	1	1	1.1	-1	-7	1.2	-6	CCOC(=O)Cn1nnc(-c2cccc(OC)c2)n1
15	-8	-4	-29	1.2	17	4	·	-2	COc1cc(-c2ccc(NC(=O)CN3CCC(C)CC3)c(OC)c2)ccc1NC(=O)CN1CCC(C)CC1
9	-14	4	8	0.9	2	-10	·	-3	C=CCSc1nn2c(=O)c3ccccc3nc2s1
16	-1	0	-14	1	7	0	1.2	-4	Cn1nnnc1SCC(=O)c1c(N)n(C)c(=O)n(C)c1=O
0	-11	3	-36	0.9	6	2	1.1	-6	CNC(=O)CSc1nnc(-c2ccco2)n1-c1ccccc1OC
-1	-11	1	0	1.6	1	6	1	-1	CCOc1ccc(-c2nc(C#N)c(N3CCN(Cc4ccccc4)CC3)o2)cc1
4	-13	-2	14	1.2	6	0	1.3	-2	Cc1cccc2nc(CNc3ccc(F)cc3)cn12
10	-13	-2	13	1.1	4	-7	1.1	-2	CCN(CC)C(=O)CSc1nnc(-c2ccco2)n1Cc1ccco1
-3	5	0	14	1	1	-5	1.3	-4	O=C(NCc1ccc(F)cc1)c1noc2c1CCCC2
-28	5	-5	-40	1	11	-9	1.2	-3	CC(C)CN(CC(C)C)c1nc(N)c(C#N)c(CC#N)c1C#N
-4	-8	-3	11	1	-2	-4	1.1	-2	CCOc1cc(C(=O)Nc2nnc(C)s2)cc(OCC)c1OCC

Part of the list above, reduced to PLAP activator and EphB4 antag.
SMILES	PLAP activator	EphB4 antag
Cn1nnnc1SCC(=O)c1c(N)n(C)c(=O)n(C)c1=O	1	0
CNC(=O)CSc1nnc(-c2ccco2)n1-c1ccccc1OC	0.9	2

Screening data deposited in PubChem BioAssay by several laboratories.

Compounds as they come; about 3.9% have a hit in one of these screens.
